Salmonella PhoP GFP: inhibitors of PhoP regulon expression, primary screen, Salmonella Typhimurium, GFP reporter (AID 1863) | S. Typhimurium PhoP-regulated promoter GFP reporter, 4 h; higher % means a stronger effect | one-dose inhibition, % at 50 µM; IC50 in µM for titrated hits | 300,000 compounds, 0.16% hits;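 active = inhibition over 29.93%, a cutoff 3 SD above the screen mean, later confirmed by dose response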;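 also: 0% = low Mg2+ inducing control and 100% = high Mg2+ repressing control; strong numbers were not always called active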
GPR55 antagonists: inhibition of LPI-stimulated GPR55 beta-arrestin translocation – imaging, U2OS, beta-arrestin-GFP, LPI agonist, primary screen (AID 2013); U2OS GPR55 beta-arrestin-GFP translocation imaging, LPI antagonism; higher % means a stronger effect; inhibition, % at 10 µM; hits with a dose series show IC50 in µM; 290,000 compounds, 0.13% hits;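 active = spots per cell inhibited over 60%, with over 100 cells counted and total cytoplasm intensity under 500,000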;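 also: U2OS cells stably carrying GPR55 and arrestin-GFP stimulated by 5 µM LPI near EC80; imaged beta-arrestin-GFP aggregate spots per cell after agonist stimulation; plate controls were LPI-stimulated DMSO wells for no effect and DMSO wells without LPI for full effect; some results filed as inactive read as strong as hits; confirmed hits need IC50 under 10 µM and bright autofluorescent wells are also inconclusive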
KOR beta-arrestin-1: kappa opioid receptor activators – cell-based, luminescence, uHTS, primary screen (AID 1777); KOR beta-arrestin recruitment, luminescence; higher % means a stronger effect; one-dose activation, % at 10 µM; EC50 in µM for titrated hits; 280,000 compounds, 0.02% hits; in the data active = activation above about 50%, passing the limit was not always enough; also: a part of the inactive calls stands beside numbers as strong as those of hits
West Nile virus CPE: West Nile virus antiviral activity, cell-based, CPE readout (AID 1621); West Nile virus-infected cells, CPE inhibition; higher % means a stronger effect; CPE inhibition, % at 10 µM, or IC50 in µM where a hit was titrated; 290,000 compounds, 0.02% hits; in the data active = a potency from the dose series; also: strong numbers were not always called active
T cell HTS: modulates CD8 T cell binding to vesicles; 2C CD8+ T cell-vesicle binding, flow cytometry; stronger effect = lower value; calls only at 7 µM; 330,000 compounds, 0.068% hits;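 active = response, share of CD8 T cells binding vesicles, and their 90th percentile fluorescence all below set limits, cut at about 80% in these data, passing the limit was not always enough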
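Also added: QL9-peptide-loaded Drosophila micro-vesicles bearing Ld, ICAM-1 and B7-1; Test system: purified 2C TCR transgenic mouse naive CD8+ T cells; Measured by: cytometric PE anti-B7-1 and Alexa647 anti-CD8 signals after 1% paraformaldehyde fixation; Timing: binding step 1.5 h, 37 °C, antibody labelling 20 min, ice.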
GPR55 beta-arrestin: GPR55 agonists via beta-arrestin recruitment, primary screen, imaging, U2OS cells, beta-arrestin-GFP redistribution (AID 1961) | one-dose activation, % at 10 µM; EC50 in µM for titrated hits | U2OS GPR55 beta-arrestin-GFP redistribution imaging; higher % means a stronger effect | 290,000 compounds, 0.048% hits;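 active = activation above 40% with more than 50 cells counted in the well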;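 also: U2OS osteosarcoma cells stably expressing GPR55 and beta-arrestin-GFP; plate controls were DMSO negative control for no effect and LPI positive control for full effect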
KOR beta-arrestin-2: KOR antagonists, beta-arrestin recruitment, cell-based, luminescence, uHTS (AID 1778) | KOR beta-arrestin recruitment, luminescence, antagonist mode; higher % means a stronger effect | one-dose inhibition, % at 10 µM; IC50 in µM for titrated hits | 290,000 compounds, 0.091% hits; in the data active = inhibition above about 50%; also: strong numbers were not always called active
GPR35 antagonists: inhibition of zaprinast-stimulated GPR35 beta-arrestin translocation – imaging, U2OS, beta-arrestin-GFP, zaprinast agonist, primary screen (AID 2058) | U2OS GPR35 beta-arrestin-GFP translocation imaging, zaprinast antagonism; higher % means a stronger effect | inhibition, % at 10 µM, or IC50 in µM where a hit was titrated | 290,000 compounds, 0.052% hits;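 active = inhibition of at least 50% with at least 30 cells and total cytoplasm GFP at most 10,000,000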
NTR1 ag: agonists of NTR1, primary screen, imaging, U2OS cells, beta-arrestin-GFP, high content (AID 493036); 330,000 compounds, 0.17% hits; activation, % at 20 µM; NTR1-U2OS beta-arrestin-GFP spot imaging, agonist mode;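 active = activation at or above 40% of the spot to cytoplasm intensity ratio, with at least 20 cells analyzed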;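 also: 0% = DMSO without peptide and 100% = 100 nM NTR1 peptide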
Target sequence (P30989 whole entry, looked up): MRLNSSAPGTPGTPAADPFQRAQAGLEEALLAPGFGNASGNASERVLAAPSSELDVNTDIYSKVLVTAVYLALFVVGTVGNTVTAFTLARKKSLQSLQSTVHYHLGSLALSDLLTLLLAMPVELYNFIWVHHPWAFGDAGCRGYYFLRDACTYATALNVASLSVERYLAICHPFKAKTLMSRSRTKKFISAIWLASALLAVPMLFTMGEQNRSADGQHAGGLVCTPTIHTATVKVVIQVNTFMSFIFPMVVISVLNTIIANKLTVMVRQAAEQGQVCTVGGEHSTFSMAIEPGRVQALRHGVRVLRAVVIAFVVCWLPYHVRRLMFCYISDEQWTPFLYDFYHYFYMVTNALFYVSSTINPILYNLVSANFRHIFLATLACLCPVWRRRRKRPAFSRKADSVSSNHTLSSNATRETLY
T cell HTS vesicle-bound %: recorded beside T cell HTS, whose call it bears; double positive events, %; measured here: CD8+ vesicle-bound cell fraction;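 binding gate set so that unloaded-vesicle control wells show 10% double positive cells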
NTR1 ag cell count 20 µM: also measured in NTR1 ag; calls as there; cell count; measured here: cell count, cytotoxicity flag
* hit, by the source's call; i = inactive; . = no result given; [ ] = remark or other dose. Random draw from the library; 0.62% or so of the library scored in one or more.

SMILES	Salmonella PhoP GFP	GPR55 antagonists	KOR beta-arrestin-1	West Nile virus CPE	T cell HTS	T cell HTS vesicle-bound %	GPR55 beta-arrestin	KOR beta-arrestin-2	GPR35 antagonists	NTR1 ag	NTR1 ag cell count 20 µM
COC(=O)c1c(-c2cc(C)ccc2C)csc1NC(=O)C1CC=CCC1C(=O)O (stereo unspecified)	-7%	-1%	-5.1%	-0.7%	i	53	-0.1%	10%[20 µM]	-17%	0.3	43
Cc1ccc(S(=O)(=O)C(C#N)c2nc3ccccc3nc2OCCO)cc1 (stereo unspecified)	1%	-1%	12%	0.6%	i	27	0.0%	-79%	-4%	0.4	78
Oc1ccc(/C=N/Nc2cccc3cccnc23)c(O)c1	12%	0%	-1.9%	1.3%	i	37	-0.2%	-5%	-12%	13	51
CCC(C)(C)n1nnnc1CN1CCN(C(c2ccccc2)c2ccccc2)CC1	-2%	30%	4.8%	-0.9%	i	28	0.5%	-24%	4%	3.3	97
COc1ccc(-c2oc3ncn(CCN4CCOCC4)c(=N)c3c2-c2ccc(OC)cc2)cc1	8%	22%	-2.2%	-0.5%	i	24	-0.3%	2%	13%	1.0	82
COc1ccc(C2CC(c3c(-c4ccccc4)c4cc(Cl)ccc4[nH]c3=O)=NN2C(=O)CCC(=O)O)cc1 (stereo unspecified)	0%	-1%	-1.2%	0.7%	i	63	0.2%	-53%	10%	-0.2	35
Cc1ccc(OCCn2c(NC(=O)c3ccco3)nc3ccccc32)cc1	-1%	2%	-4.5%	-0.3%	i	17	-0.1%	7%	11%	-0.1	48
COCCCn1c(SCC(=O)Nc2ccc(C(=O)OC)cc2)nc2ccccc2c1=O	5%	8%	15%	0.1%	i	21	-0.1%	29%	15%	-0.6	73
COc1ccc(NS(=O)(=O)c2ccc(NS(=O)(=O)c3cccs3)cc2)c(OC)c1	-6%	7%	5.4%	0.8%	i	15	-0.1%	-14%	8%	0.5	66
CC[n+]1c(-c2ccccc2)csc1Nc1c(C)n(C)n(-c2ccccc2)c1=O	13%	-8%	1.1%	-0.7%	i	64	-0.2%	35%	-11%	-0.1	89
O=C(Nc1ccc(S(=O)(=O)N2CCOCC2)cc1)c1cccc(Br)c1	0%	2%	.	-0.8%	i	54	0.5%	-7%[20 µM]	-2%	0.0	61
O=C1NC(c2ccccc2)(C(F)(F)F)SC2=CCCCCN12 (stereo unspecified)	9%	10%	6.9%	0.2%	i	51	-0.2%	5%	2%	2.2	49
COC(=O)c1cc(Cl)c(NS(=O)(=O)c2ccccc2)cc1OC	-1%	5%	1.4%	0.7%	i	35	-0.1%	12%	-8%	8.1	65
Cn1c(CNC(=O)C(Cc2ccccc2)NC(=O)c2ccccc2F)cc(=O)n(C)c1=O (stereo unspecified)	-2%	12%	0.6%	0.2%	i	7	0.2%	-34%	-8%	2.1	63
Cc1cc(C)c(NS(=O)(=O)c2ccc(NC(=O)/C=C/C(=O)O)cc2)c(C)c1	8%	2%	-2.9%	-0.6%	i	32	-0.2%	-3%	3%	2.2	74
CCOC(=O)NC(=O)c1cn(Nc2ccccc2)c(=O)[nH]c1=O	6%	10%	1.7%	-0.2%	i	22	0.2%	8%	0%	0.7	52
Cc1nc2ccccc2nc1Nc1cccc(Cl)c1	7%	-6%	-5.1%	-1.3%	i	7	0.0%	-3%	-10%	6.5	66
Cc1ccc(S(=O)(=O)CCc2nc3ccccc3[nH]2)cc1C	8%	4%	-1.9%	-1.6%	i	25	-0.8%	15%	8%	0.3	39
Cc1cc(C)n(Cc2ccc(Cl)c(Cl)c2)c(=O)c1S(=O)(=O)c1ccccc1	-5%	8%	0.1%	.	.	.	-0.1%	35%	2%	.	.
COc1ccc(-c2cc(-c3c(O)c(OC)c4occc4c3OC)[nH]n2)cc1	-2%	-9%	-5.6%	1.1%	i	24	-0.2%	-4%	-2%	18	88
Oc1ccc(N=Nc2ccccc2)o1	-1%	-7%	-3.5%	-0.6%	i	47	0.0%	2%	10%	2.8	102
Cc1[nH]c(=O)c(C#N)c(C)c1CCC(=O)NCc1ccc(Cl)cc1	-2%	12%	4.3%	1.0%	i	25	-0.1%	-25%	1%	-1.2	104
COCCn1c(-c2ccc3ccccc3c2)nc2c1c(=O)[nH]c(=O)n2CC(C)C	-9%	9%	0.4%	-0.6%	i	50	-0.2%	-15%	-11%	7.6	44
COC(=O)C1=C(C)N(C)C(=O)NC1c1ccc(O)c(OC)c1 (stereo unspecified)	7%	6%	5.5%	0.2%	i	42	0.0%	-1%	-4%	-1.6	97
CC(=O)NCCOc1nc(N(C)C)nc(N(C)C)n1	-7%	9%	-1.2%	0.2%	i	52	-0.1%	22%	-1%	0.0	89
CCC(C)[C@H](NC(=O)C1CC(=O)N(c2ccc3c(c2)OCCO3)C1)C(=O)NC1CCCC1 (stereo partly specified)	-9%	2%	-3.4%	0.0%	i	26	-0.2%	-42%	-3%	0.0	73
CN(CC(=O)Nc1ccccc1Br)C(=O)c1cccnc1Nc1cccc(C(F)(F)F)c1	2%	1%	0.7%	1.2%	i	7	0.0%	-8%	-12%	8.7	77
CC(Cc1ccccc1)C(=O)N1CCN(C)CC1 (stereo unspecified)	10%	10%	-1.0%	-0.1%	.	.	0.2%	13%	-5%	0.2	54
O=C(O)C1C2CCC(C2)C1C(=O)NCc1ccccn1 (stereo unspecified)	-2%	23%	-1.3%	0.0%	i	12	0.0%	16%	2%	-1.3	35
COc1ccc(-c2nc(=S)c3c(n2CCN2CCOCC2)CC(C)(C)OC3)cc1	-9%	-2%	1.9%	0.0%	i	39	-0.2%	-9%	-8%	-0.3	67
Cc1ccc(C(=O)N2N=C(c3ccccc3O)CC2c2ccccc2)cc1 (stereo unspecified)	-2%	8%	0.7%	-0.6%	i	56	0.3%	-18%	-12%	4.2	77
CCOc1ccccc1NC(=O)NNC(=O)c1ccc2ccccc2c1	2%	-14%	-1.2%	-0.3%	i	34	0.0%	-46%	-2%	1.6	71
Cc1ccc2[nH]c(=O)c(CN(Cc3cccs3)S(=O)(=O)c3ccc4c(c3)OCCO4)cc2c1	-7%	7%	-0.7%	-0.6%	i	10	-0.3%	11%	1%	4.6	37
Cn1c(=O)c2sccc2n2c(CCCC(=O)NCCc3ccc(S(N)(=O)=O)cc3)nnc12	1%	-2%	-0.7%	1.5%	i	27	0.3%	-10%	-8%	-1.3	45
NC(N)=NC(N)=NCCc1ccccc1	-4%	14%	-1.6%	-0.9%	i	23	0.2%	3%	-3%	2.9	57
Cc1cc(C(=O)N/N=C/c2ccco2)c2ccccc2n1	16%	12%	0.5%	0.2%	i	55	-0.4%	-28%	-11%	1.5	46
CC(=O)Nc1ccc(NC(=O)Cc2ccc(S(=O)(=O)N3CCCCC3)s2)cc1	4%	1%	0.3%	1.6%	i	52	0.2%	-3%	6%	1.2	50
CC(=O)N(c1ccccc1Cl)S(=O)(=O)c1ccc(Cl)cc1	6%	1%	-9.0%	-0.5%	i	6	0.2%	14%	4%	-0.5	41
CC(=O)N1CCN(C(=S)c2ccc(Cl)cc2)CC1	-8%	0%	-0.2%	0.2%	i	43	-0.3%	5%	17%	-0.3	40
O=C(O)c1ccc(NS(=O)(=O)c2ccc(N3C(=O)CCC3=O)cc2)cc1	6%	-21%	-0.5%	0.1%	i	46	-0.1%	3%	9%	1.2	54
COc1ccc(-c2nc(NCCCN(C)C)c3ccccc3n2)cc1	-3%	-7%	-9.3%	-0.5%	i	10	0.2%	-11%[20 µM]	8%	-1.1	59
c1cc(CNc2ccc3c(c2)OCO3)ccn1	-9%	6%	-7.4%	0.1%	i	33	-0.2%	46%	-1%	-6.8	96
Cn1c(CNC(=O)CNC(=O)c2ccccc2)cc(=O)n(C)c1=O	-4%	14%	-1.0%	-0.2%	i	41	0.6%	-16%	22%	-0.2	74
COc1ccc(/C=N/NC(=O)COc2ccc(Cl)cc2Cl)cc1Cn1nc(C)cc1C	-3%	-8%	6.3%	-1.0%	i	24	-0.2%	-4%	2%	-0.2	92
Cc1cc(C)c(O)c(-c2cc(C(=O)NCc3ccccc3)[nH]n2)c1	20%	1%	-3.3%	-0.1%	i	46	0.3%	-5%	14%	1.0	49
O=C(Cn1cccc1C(=O)c1ccccc1)NCc1ccccc1	1%	16%	-3.2%	-0.4%	i	20	-0.1%	-5%	6%	0.6	43
CCOC(=O)CSc1nc2c(c(=O)[nH]c(=O)n2C)n1CCc1ccccc1	-5%	-13%	-2.5%	0.9%	i	56	0.2%	-9%	3%	3.5	60
CCCCC(=O)Nc1ccccc1CC	2%	6%	1.3%	-0.2%	i	22	-0.3%	24%	-15%	-0.3	58
CCOC(=O)C1CCN(C(c2cccnc2)c2c(NC(=O)c3ccco3)sc(C)c2C)CC1 (stereo unspecified)	-1%	0%	3.7%	.	i	39	0.0%	-6%	3%	0.5	73
c1ccc2c(Cn3ccnc3)cccc2c1	0%	-7%	-6.0%	-1.1%	i	48	-0.2%	-4%	-1%	1.2	47
Cc1ccc(OCC2Cn3c(nc4c3c(=O)n(C)c(=O)n4C)O2)cc1 (stereo unspecified)	7%	7%	-0.5%	-0.5%	i	55	0.2%	7%	8%	1.9	55
Cc1ccc(N2CCC(N3CCN(C)C(CCO)C3)CC2)cc1 (stereo unspecified)	2%	0%	-2.4%	-0.3%	i	62	-0.1%	12%	-1%	0.0	41
CC(=O)Nc1ccc(C(=O)NNC(=O)C2CC2)cc1	-8%	8%	0.4%	0.8%	i	55	-0.1%	-11%	8%	0.3	43
CC(C)CCOc1ccc(Cl)cc1CN1CCOCC1	4%	5%	1.6%	-0.2%	i	41	-0.1%	-42%	1%	-0.5	50
COCCn1c(SCC(=O)c2ccc(Cl)cc2)nnc1C(C)C	-19%	-1%	3.1%	0.2%	i	52	-0.1%	13%	-5%	-2.5	53

Quoted at random: three entries already listed.
SMILES	Salmonella PhoP GFP	GPR55 antagonists	KOR beta-arrestin-1	West Nile virus CPE	T cell HTS	T cell HTS vesicle-bound %	GPR55 beta-arrestin	KOR beta-arrestin-2	GPR35 antagonists	NTR1 ag	NTR1 ag cell count 20 µM
O=C1NC(c2ccccc2)(C(F)(F)F)SC2=CCCCCN12 (stereo unspecified)	9%	10%	6.9%	0.2%	i	51	-0.2%	5%	2%	2.2	49
COc1ccc(-c2nc(NCCCN(C)C)c3ccccc3n2)cc1	-3%	-7%	-9.3%	-0.5%	i	10	0.2%	-11%[20 µM]	8%	-1.1	59
Cc1ccc(OCC2Cn3c(nc4c3c(=O)n(C)c(=O)n4C)O2)cc1 (stereo unspecified)	7%	7%	-0.5%	-0.5%	i	55	0.2%	7%	8%	1.9	55
